Screens (PubChem)
tuberculosis growth: growth inhibition of non-replicating M. tuberculosis (AID 488890); one-dose inhibition, % at 25 µM; IC50 in µM for titrated hits; Mycobacterium tuberculosis non-replicating, growth inhibition; higher % means a stronger effect; actives 0.39% (n = 320,000); in the data active means a potency from the dose series; inconclusive means inhibition mostly from about 82% at the one dose, without a potency; inactive means the rest, 99 in 100 with inhibition below about 76%;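 further: plate controls were DMSO cells for no effect and high antibiotic wells for full effect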
H37Rv inhibition: M. tuberculosis growth inhibition, HTS (AID 449762); actives 0.59% (n = 330,000); inhibition, % at 25 µM, or IC50 in µM where a hit was titrated; M. tuberculosis H37Rv growth inhibition, 7H9 media; higher % means a stronger effect; in the data active means a potency from the dose series; inconclusive means inhibition above about 70% without an active follow-up result;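 further: bacterial growth assessed after seven days of incubation; strong numbers were not always called active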
VEEV TC-83 Vero: inhibitors of VEEV TC-83 cytopathic effect, confirmation, Vero cells (AID 588727); Vero cells, VEEV TC-83 cytopathic effect inhibition; higher % means a stronger effect; inhibition, % at 20 µM, or IC50 in µM where a hit was titrated; actives 0.13% (n = 350,000); in the data active means a potency from the dose series; inconclusive means inhibition mostly from about 14% at the one dose, without a potency; inactive means the rest, 99 in 100 with inhibition below about 12%; further: strong numbers were not always called active
PhoP GFP inhibition: PhoP regulon inhibitors, Salmonella typhi PhoP promoter GFP reporter, confirmatory (AID 1850). Salmonella Typhi PhoP-promoter GFP reporter, fluorescence, 4 h; higher % means a stronger effect. inhibition, % at 50 µM; hits with a dose series show IC50 in µM. actives 0.33% (n = 310,000); in the data active means a potency from the dose series; inconclusive means inhibition mostly from about 25% at the one dose, without a potency; inactive means the rest, 99 in 100 with inhibition below about 19%;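 further: 0% = induced wells with vehicle and 100% = uninduced wells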
influenza NS1A: H1N1 influenza NS1A inhibitors, functional cell based assay (AID 504329). NS1A functional cell-based assay, percent inhibition; higher % means a stronger effect. inhibition, % at 12.5 µM; hits with a dose series show IC50 in µM. actives 0.3% (n = 340,000); in the data active means a potency from the dose series; inconclusive means inhibition above about 27% without an active follow-up result; further: strong numbers were not always called active
VEEV TC-83 Vero 10K pilot screen: recorded beside VEEV TC-83 Vero, whose call it bears; inhibition, %; measured here: 10K pilot screen inhibition
* hit, by the source's call; i = inactive; u = inconclusive; x = no result given.

SMILES	tuberculosis growth	H37Rv inhibition	VEEV TC-83 Vero	PhoP GFP inhibition	influenza NS1A	others
CCC(C)Nc1nc2c(c(=O)[nH]c(=O)n2C)n1CCC(C)C (centres undefined)	17%	-9%	2.8%	-7%	2%
Cc1ccc(-c2n[nH]c(=S)n2/N=C\c2ccco2)cc1	63%	7%	3.3%	-8%	-5%
CCc1nc2ccc(C(=O)O)cc2nc1CC	-15%	-7%	2.2%	-6%	-7%
Cc1cccc(C(=O)Nc2cccc(C(=O)N/N=C/c3cccc(C)n3)c2)c1	4%	-1%	0.3%	6%	-6%
c1ccc(-c2csc3ncnc(N4CCOCC4)c23)cc1	-3%	6%	8.3%	7%	1%
O=C(O)CCC(=O)N1CCc2cc(S(=O)(=O)Nc3ccc4c(c3)OCCO4)ccc21	1%	-6%	2.4%	-10%	-6%
CCN(CC(=O)Nc1c(F)cccc1F)C(=O)c1cnc(C)cn1	-15%	-2%	3.4%	x	-3%
CC(C)c1onc(C(=O)NC2CCCC2)c1[N+](=O)[O-]	47%	0%	i	-3%	6%
C[C@@H]1CC=C[C@H]2[C@H]1C(=O)N(Cc1ccccc1)[C@H]2c1ccc(Br)cc1F	0%	5%	0.2%	6%	3%
O=C(N[C@H]1/C=C\[C@@H](O)CCCC1)OCc1ccccc1	x	x	0.2%	x	12%
O=C(Nc1ccc2c(c1)N(S(=O)(=O)c1cccs1)CCC2)c1c(F)cccc1Cl	15%	67%	9.3%	3%	-6%
CC1=Nc2nc(N3CCCCCC3)c(C#N)c3c4c(nc(c23)N1)N(c1ccc2ccccc2c1)C(=O)C4	14%	10%	6.8%	4%	-9%
CN(c1ccc(C(=O)NCCSC(C)(C)C)cc1)S(=O)(=O)c1ccccc1	-14%	6%	2.4%	-1%	-25%
Cc1ccc2c(c1)c(N=NC(N)=O)c(O)n2C	-3%	-4%	7.0%	15%	-7%
CC1(C)NC(=O)N(CC(O)Cn2nnc3ccccc32)C1=O (centres undefined)	-13%	1%	0.2%	2%	-6%
CCOC(=O)C1CCN(S(=O)(=O)NC[C@H]2O[C@@H](n3cnc4c(N)ncnc43)[C@H](O)[C@@H]2O)C1 (some centres undefined)	x	x	i	x	-6%
Cc1ccc(C(c2cc(Br)ccc2O)N2CCSCC2)cc1 (centres undefined)	9%	-3%	i	-3%	8%
CCOc1ccc(S(=O)(=O)Nc2cccc(N(C)S(C)(=O)=O)c2)cc1	7%	-1%	i	-11%	8%
Cc1ccc(S(=O)(=O)N2CCN(c3ccc([N+](=O)[O-])cn3)CC2)cc1	-9%	-6%	1.8%	3%	-24%
CN(c1ccccc1)S(=O)(=O)c1cccc(NC(=O)CCNC(=O)c2ccc([N+](=O)[O-])cc2)c1	36%	2%	4.8%	x	5%

A portion from the list above:
SMILES	tuberculosis growth	H37Rv inhibition	VEEV TC-83 Vero	PhoP GFP inhibition	influenza NS1A	others
CCC(C)Nc1nc2c(c(=O)[nH]c(=O)n2C)n1CCC(C)C (centres undefined)	17%	-9%	2.8%	-7%	2%
Cc1ccc(-c2n[nH]c(=S)n2/N=C\c2ccco2)cc1	63%	7%	3.3%	-8%	-5%

(next part)
SMILES	tuberculosis growth	H37Rv inhibition	VEEV TC-83 Vero	PhoP GFP inhibition	influenza NS1A	others
COCCOC(=O)C1=C(C)N=C2SCCC(=O)N2C1c1ccc(C(=O)OC)cc1 (centres undefined)	7%	-6%	2.2%	11%	-16%
O=C(Cn1cnc2ccccc2c1=O)NCCC(=O)N1CCC2(CC1)OCCO2	-13%	-7%	0.6%	4%	1%
Cn1c(CN2CCOCC2)nc2cc(NC(=O)COc3ccc([N+](=O)[O-])cc3)ccc21	-6%	4%	0.7%	-5%	-8%
C/C=C1\COC(C(=O)NCc2cccc(OC)c2OC)(C(F)(F)F)C=C1C=C1CCCCC1 (centres undefined)	1%	-5%	i	-6%	2%
CN1C2C=C3C(C#N)=C(N)C(C#N)(C#N)[C@@H](c4cccs4)C3C1CC2 (some centres undefined)	13%	-4%	2.4%	11%	-6%
CCOC(=O)c1c(NC(=O)c2ccnn2C)sc(C)c1C	-6%	-3%	0.7%	-8%	-11%
Fc1ccccc1-c1nc(-c2cnccc2C(F)(F)F)no1	0%	-6%	2.4%	0%	-1%
CC(=O)c1cccc(NC(=O)CN2C(=O)COc3ccc(S(=O)(=O)N4CCOCC4)cc32)c1	4%	-8%	0.5%	5%	9%
CCOc1ccc(-c2nnc(-c3ccccc3)o2)cc1	x	u	2.2%	-13%	-4%
COc1ccc(C(=O)CSc2nc(C)cc(=O)[nH]2)cc1C	-1%	-2%	0.5%	-14%	18%
CCN(Cc1ccccc1)C(=O)CN1C(=O)NC2(CC(C)CC(C)(C)C2)C1=O (centres undefined)	22%	-2%	1.2%	-8%	-11%
O=C(c1ccc(F)cc1)c1cc2ccc(O)cc2oc1=O	18%	5%	2.1%	-2%	2%
NC(=O)CSc1nnnn1-c1ccc(OC(F)(F)F)cc1	2%	1%	i	-13%	3%
COc1ccc(CNS(=O)(=O)c2ccc(C3CNC(=O)C3)cc2)cc1 (centres undefined)	-11%	9%	1.2%	-3%	-16%
COc1ccc(NC(=O)c2ccccc2)cc1	17%	-4%	1.6%	x	0%
Fc1ccc(CCNC(=S)Nc2ccc(F)cc2)cc1	70%	2%	0.6%	-1%	1%
Cc1ccc(/C=N\NC(=O)c2cc(OCC(F)(F)F)ccc2OCC(F)(F)F)cc1	3%	-2%	1.6%	7%	-4%
O=C(NCc1cccs1)c1ccccc1F	63%	6%	1.8%	2%	-22%
CC1(C)CC(=O)C=C(Nc2cccc(C(F)(F)F)c2)C1	-1%	-6%	0.7%	-3%	x
CSc1ccc(CN(C)CC(=O)NCc2ccccc2)cc1	51%	5%	i	-2%	8%
COc1cccc(C(=O)Oc2ccccc2/C=C\C(=O)c2cc3ccccc3o2)c1	x	x	7.3%	x	-16%
O=C(CN1CCN(c2ccccc2F)CC1)NC(=O)NCc1ccccc1	-8%	-2%	1.3%	-1%	10%
COc1ccccc1-c1cc(C(F)(F)F)nc(S(=O)(=O)CCCC(=O)N2CCOCC2)n1	-3%	u	13%	5%	8%
O=C(CN1C(=O)c2ccc([N+](=O)[O-])cc2C1=O)NCc1ccco1	4%	-2%	1.2%	3%	3%
C=CCn1cn[nH]c1=S	-9%	9%	0.6%	2%	-4%
O=C1NCCN(Cc2ccoc2)C1CC(=O)N(Cc1ccccc1)CC1CCC1 (centres undefined)	18%	-2%	i	5%	-8%
O=C(N1CCOCC1)N(Cc1cccs1)C1CCCC1	-15%	-1%	0.4%	-5%	-4%
Brc1ccc(CNCCCSc2ncccn2)cc1	12%	1%	1.1%	-3%	-2%
COc1ccc(/C=C2\C(=O)NCC(=O)N2Cc2ccccc2)cc1	-1%	5%	8.6%	3%	3%	VEEV TC-83 Vero 10K pilot screen=6.6
COc1ccc(-c2[nH]ncc2CN(C)Cc2cc(C)[nH]n2)c(F)c1	6%	-5%	0.4%	2%	-1%
CCOC(=O)c1c(-c2ccc(C)o2)csc1NC(=O)CSc1nnc(C)s1	20%	-8%	7.8%	-7%	4%
CC(=O)Nc1ccc(S(=O)(=O)N(C)CC(=O)OCC(=O)N2CCN(C(=O)c3ccco3)CC2)cc1	-7%	-1%	0.6%	-2%	-5%
O=c1c(/C=N/O)coc2ccc(Cl)cc12	-7%	-5%	0.1%	2%	-5%
CC(C)CCOc1ccc(C(=O)C[N+]2(C)CCOCC2)cc1	19%	4%	0.2%	-3%	-5%
O=C(NCc1ccco1)c1cc2nc(-c3cccs3)cc(C(F)(F)F)n2n1	11%	-3%	1.3%	1%	24%
CC(Cc1ccccc1)[n+]1cc(/N=C(\[O-])Nc2ccccc2)on1 (centres undefined)	-7%	-10%	0.2%	-4%	12%
COc1ccc(N2C(=O)CC(N3CCN(c4ccc(S(C)(=O)=O)cc4)CC3)C2=O)cc1 (centres undefined)	6%	1%	1.2%	3%	-4%
CC(=O)Nc1ccc(NC(=O)CN(c2ccc(F)cc2)S(=O)(=O)c2ccc3c(c2)OCCO3)cc1	9%	-4%	2.7%	-3%	-6%
CC[C@]12c3[nH]c4cc(-c5ccco5)ccc4c3CCN1C(=O)[C@@H](CC(=O)NCCN1CCOCC1)C[C@@H]2C(=O)N1CCN(C(=O)c2ccco2)CC1	x	x	i	x	-19%
CCN1CCN(c2ccc(S(=O)(=O)N3CCCCC3)cc2NC(=O)c2ccc([N+](=O)[O-])s2)CC1	7.4µM*	u	6.9%	6%	16%
Cc1ccc(S(=O)(=O)N2[C@@H](c3ccc(C(C)(C)C)cc3)C(C(=O)O)=CC[C@H]2c2cccc(Cl)c2)cc1	64%	-3%	0.5%	x	0%
Cc1c(C(N)=O)sc2nc(-c3ccccc3)cn12	1%	-12%	5.0%	-8%	0%
CCCc1[nH]n(-c2nc3ccccc3s2)c(=O)c1C=NCCCN(CC)CC	25%	2%	1.5%	5%	-9%
CS(=O)(=O)C1=NSC2=NC(=O)/C(=C\c3cccn3-c3ccc(Cl)cc3)C(=N)N21	69%	2%	3.3%	-8%	-1%
COc1ccc(-c2nnc(SCC(=O)NCCc3ccc(S(N)(=O)=O)cc3)o2)cc1OC	17%	3%	1.5%	4%	-1%
CC(C)(C)C(=O)NCC12C=CC(O1)C1C(=O)N(c3ccccc3)C(=O)C12 (centres undefined)	6%	-8%	0.7%	-2%	2%
CC(O)[C@H]1CNC(=S)N1CCc1cccc(F)c1 (some centres undefined)	6%	-3%	i	0%	-4%
O=C(c1ccc(F)cc1Cl)N(Cc1ccco1)C1CCS(=O)(=O)C1 (centres undefined)	-1%	-3%	2.1%	x	-21%

Sorted by count of non-hydrogen atoms (rising): some entries from above.
SMILES	tuberculosis growth	H37Rv inhibition	VEEV TC-83 Vero	PhoP GFP inhibition	influenza NS1A	others
Cc1c(C(N)=O)sc2nc(-c3ccccc3)cn12	1%	-12%	5.0%	-8%	0%
O=C(c1ccc(F)cc1Cl)N(Cc1ccco1)C1CCS(=O)(=O)C1 (centres undefined)	-1%	-3%	2.1%	x	-21%
CC(C)(C)C(=O)NCC12C=CC(O1)C1C(=O)N(c3ccccc3)C(=O)C12 (centres undefined)	6%	-8%	0.7%	-2%	2%
COc1ccc(-c2nnc(SCC(=O)NCCc3ccc(S(N)(=O)=O)cc3)o2)cc1OC	17%	3%	1.5%	4%	-1%
CCN1CCN(c2ccc(S(=O)(=O)N3CCCCC3)cc2NC(=O)c2ccc([N+](=O)[O-])s2)CC1	7.4µM*	u	6.9%	6%	16%
Cc1ccc(S(=O)(=O)N2[C@@H](c3ccc(C(C)(C)C)cc3)C(C(=O)O)=CC[C@H]2c2cccc(Cl)c2)cc1	64%	-3%	0.5%	x	0%

Compounds shown so far with a tert-butyl group, in the order listed:
SMILES	tuberculosis growth	H37Rv inhibition	VEEV TC-83 Vero	PhoP GFP inhibition	influenza NS1A	others
CN(c1ccc(C(=O)NCCSC(C)(C)C)cc1)S(=O)(=O)c1ccccc1	-14%	6%	2.4%	-1%	-25%
Cc1ccc(S(=O)(=O)N2[C@@H](c3ccc(C(C)(C)C)cc3)C(C(=O)O)=CC[C@H]2c2cccc(Cl)c2)cc1	64%	-3%	0.5%	x	0%
CC(C)(C)C(=O)NCC12C=CC(O1)C1C(=O)N(c3ccccc3)C(=O)C12 (centres undefined)	6%	-8%	0.7%	-2%	2%
